15-hLO inh: 15-hLO (ALOX15) enzyme inhibition; P16050; purified 15hLO-1, xylenol orange hydroperoxide absorbance; Potency, µM (highest dose often 57.1 µM), without a hit: top-dose activity change, negative = inhibition, usual class: inhibitors; 74,000 compounds, 1.4% hits; AID 887; also: potency is read from the fitted curve at half-maximal effect; % is scaled to controls: 0 for no effect and ±100 for the full control effect; nearly all actives have a fitted effect of over 55% in size
Target sequence (P16050 whole entry, looked up): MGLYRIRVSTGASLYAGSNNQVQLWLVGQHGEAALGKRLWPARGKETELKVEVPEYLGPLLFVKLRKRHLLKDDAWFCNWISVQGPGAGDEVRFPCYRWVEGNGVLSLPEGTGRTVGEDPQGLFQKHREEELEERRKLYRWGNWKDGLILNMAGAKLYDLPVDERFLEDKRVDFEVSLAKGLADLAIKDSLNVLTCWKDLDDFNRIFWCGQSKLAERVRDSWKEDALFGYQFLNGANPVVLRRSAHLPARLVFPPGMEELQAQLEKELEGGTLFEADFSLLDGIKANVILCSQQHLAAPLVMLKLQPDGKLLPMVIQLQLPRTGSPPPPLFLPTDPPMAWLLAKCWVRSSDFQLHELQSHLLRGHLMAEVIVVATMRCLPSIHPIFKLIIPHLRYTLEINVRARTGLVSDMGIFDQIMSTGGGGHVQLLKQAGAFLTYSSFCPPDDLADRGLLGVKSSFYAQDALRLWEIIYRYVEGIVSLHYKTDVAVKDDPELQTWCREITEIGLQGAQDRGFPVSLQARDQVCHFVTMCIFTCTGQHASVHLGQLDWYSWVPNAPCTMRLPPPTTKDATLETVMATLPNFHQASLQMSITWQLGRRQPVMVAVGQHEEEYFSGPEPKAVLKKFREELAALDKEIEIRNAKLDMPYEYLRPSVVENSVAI
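40 nM 15hLO-1 + cpd, 15 min RT; start w/ 50 uM AA (final), 6 min RT; stop/detect w/ 200 uM XO + 300 uM Fe(II) in 50 mM H2SO4, 30 min; A573/A405. Buffer 25 mM Hepes pH 7.5, 0.01% Triton X-100. No-enzyme wells as negative control.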
4-MU autofl: compound fluoresces in the 4-MU spectral region; compound autofluorescence, 340/450 nm, 4-MU equivalents; active compounds read high; max dye-equivalent concentration, M; 59,000 compounds, 11% hits; AID 589; in the data active = max dye-equivalent concentration above about 10 nM; inconclusive = mostly about 1.1 nM to 9.6 nM
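Intrinsic fluorescence at 340/450 nm (ex/em) was read after 15 min at room temperature in pH 8.0, 100 mM Tris. Each compound concentration expressed as 4-MU-equivalent concentration from a six-point 4-MU standard series on each plate.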
Hsp90 Hop PPI: changes Hsp90-Hop TPR2A binding signal, up or down; AlphaScreen TPR2A-His6 binding biotin-Hsp90 C-terminal peptide; Potency, µM (highest dose often 57 µM), for inactives: top-dose activity change, negative = inhibition; 71,000 compounds, 0.44% hits; AID 595; active = well fitted curve in either direction with a large enough effect; inconclusive = small, poorly fitted or top-dose-only effect, or another doubt; also: potency is read from the fitted curve at half-maximal effect; % is scaled to controls: 0 for no effect and ±100 for the full control effect; many of its hits are not listed in these tables
Epigenetic mod: epigenetic GFP locus derepression in mouse cells; mouse C127i GFP locus derepression, cytometry, 30 h; Potency, µM (highest dose often 46.1 µM), for inactives: at the top dose GFP derepression (activation); 68,000 compounds, 0.09% hits; also: % of control where 0% means no effect
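Locus derepression in mouse mammary C127i cells whose integrated CMV-GFP reporter is normally silent; GFP expression after 30 h compound treatment was quantified by counting fluorescent cells.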
HBB splicing: hemoglobin beta splicing modulation. AID 925. HBB splicing reporter cell assay, activation; EGFP reporter with mutant IVS2-654 intron; response scale: normalised to 500 nM splice-correcting PNA. 65,000 compounds, 0.06% hits. Potency, µM (highest dose often 46.1 µM), inactives show at the highest dose activation, actives largely listed as activators; also: potency is read from the fitted curve at half-maximal effect; 0% is about no effect
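HeLa cells stably expressing EGFP interrupted by mutant beta-globin intron 2 (IVS2-654), 500/well in 2% FCS. Treated with compound for 2 days at 37C. Splicing correction scored as total well GFP intensity (488 nm excitation, 500-520 nm emission); 500 nM antisense PNA served as control.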
BRCT PPI red: disrupts BRCA1 BRCT binding to phosphoprotein, red fluorophore readout. P38398. BRCT-phosphopeptide binding, red fluorescence polarization. Potency, µM (highest dose often 76.9 µM), without a hit: at the top dose activity change, negative = inhibition, actives largely listed as inhibitors. 75,000 compounds, 0.03% hits. AID 892; also: % is scaled to controls: 0 for no effect and ±100 for the full control effect
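Rhodamine-labelled pBACH1 10-mer (100 nM) bound to BRCT domain (100 nM) at pH 7.3; compounds incubated 12 min room temperature, polarization read. Free peptide defines full inhibition; unlabelled decapeptide titrated as control.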
UbGFP stabilizer: inhibits proteasome, raising ubiquitin-GFP reporter fluorescence; Potency, µM (titrated, usually from 45.9 µM), without a hit: at the highest dose activation (GFP accumulation), hits mostly activators; AID 526; Ubiquitin-GFP reporter cells, proteasome inhibition, GFP fluorescence; response scale: untreated = 0%, 10 µM MG-132 = 100%; 67,000 tested, under 10 active; active = well fitted activation curve with a large enough effect, not every such curve was filed as active; inconclusive = small, poorly fitted or top-dose-only effect, or another doubt; inactive = no such curve, though single readings can be large or run the other way; also: potency is read from the fitted curve at half-maximal effect
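Proteasome block read as GFP accumulation: ubiquitin(G76V)-GFP U2OS cells exposed to compound (2.9 nM–46 uM) for 4 hr at 37 C. Normalization used untreated cells as 0% and 10 uM MG-132 as 100%; concentration-response curves fitted.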
Pol III holo inh: inhibitors of bacterial DNA polymerase III holoenzyme; reconstituted DNA polymerase III holoenzyme replication, biochemical; Potency, µM (top dose mostly 57.1 µM), without a hit: at the highest dose activity change, negative = inhibition; 71,000 compounds, 0.25% hits; AID 603; also: potency is read from the fitted curve at half-maximal effect; % is scaled to controls: 0 for no effect and ±100 for the full control effect
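Reconstituted *E. coli* holoenzyme (0.35 nM Pol III, 1 nM beta, 154 nM SSB, 2 nM primase) was preincubated with compound for 15 min at RT. Synthesis on 1.4 nM ssM13Gori ran 35 min, then was stopped with PicoGreen/EDTA and read as dsDNA fluorescence.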
A350 autofl: compound fluoresces in the Alexa 350 spectral region | 59,000 compounds, 11% hits | Compound autofluorescence, 340/450 nm, Alexa 350 dye-equivalents; active compounds read high | AID 590 | max dye-equivalent concentration, M; in the data active = max dye-equivalent concentration above about 10 nM; inconclusive = mostly about 1.1 nM to 9.6 nM
CRE-bla Fsk: CRE-bla signaling modulation under forskolin stimulation | 71,000 compounds, 2.5% hits | Potency, µM (series often up to 38.2 µM), for inactives: at the highest dose activity change, negative = inhibition, hits mostly activators | CHO CRE-bla reporter (cAMP response element driving beta-lactamase), forskolin EC10, beta-lactamase ratio; active = well fitted activation curve with a large enough effect in the signal ratio, with a control signal flat, not every such curve was filed as active; inconclusive = small, poorly fitted or top-dose-only effect, or effect the other way, or a change in a side signal; the % refers to the signal ratio; also: potency is read from the fitted curve at half-maximal effect; % of control where 0% means no effect
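CRE-bla CHO reporter cells treated with compound titration plus EC10 NKH 477 (water-soluble forskolin), incubated 3 h at 37 °C; CCF4 loading 2 h at room temperature, 460/530 nm emission ratio read, AC50 values derived for positive or negative modulators.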
BRCT PPI green: BRCA1 BRCT-phosphoprotein interaction inhibition; 75,000 compounds, 0.05% hits; BRCA1 BRCT-phosphopeptide binding, green fluorescence polarization; Potency, µM (series often up to 76.9 µM), without a hit: top-dose activity change, negative = inhibition, actives largely listed as inhibitors;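 also: potency is read from the fitted curve at half-maximal effect; plate controls were peptide without protein for full effect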
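Compounds were incubated for 12 min at room temperature with a complex of 100 nM fluorescein-tagged pBACH1 decapeptide and 250 nM His-tagged BRCT protein. Buffer was phosphate pH 7.3 with EDTA, DTT and Tween 20. Disruption of binding lowers the polarization signal.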
An asterisk follows results filed as active; i = inactive; ? = inconclusive; nt = no result given; & = joins results of further samples; [ ] = another dose, or the depositor's remark. Unless noted, calls follow the shape of the dose curve; as a rule, active = well fitted curve in the direction sought with a large enough effect; inconclusive = small, poorly fitted or top-dose-only effect, or another doubt; inactive = no such curve, though single readings can be large; an effect the other way counts as inactive or inconclusive. Only part of the results is shown; the hit share may differ from the screen's.

SMILES | 15-hLO inh | 4-MU autofl | Hsp90 Hop PPI | Epigenetic mod | HBB splicing | BRCT PPI red | UbGFP stabilizer | Pol III holo inh | A350 autofl | CRE-bla Fsk | BRCT PPI green
CN1CCN(Cc2nc3ccccc3n2C)CC1 | 10% | i | -4% | 2% | 0.3%[57.5 µM] | 0.7% | 1% | -6% | i | ? | -1.1%
COc1ccc(OC)c(N2C(=O)NC(=O)C(CCc3ccncc3)(CCc3ccncc3)C2=O)c1 | -1% | nt | -2% | -2% | -0.5% | 0.3% | -11% | -4% | nt | -1% | -2.4%
CCCCn1c(O)c(C(CC)=NCCN2CCCCC2)c(=O)[nH]c1=O | -10% | i | -5% | 2% | 3.5%[0.369 µM] | 0.0% | -3% | -10% | i | 4% | -0.6%
C[C@@H]1O[C@H](C[N+](C)(C)C)C[C@H]1O | 8% | i | -4% | -2% | -0.8% | -2.3% | -2% | 16% | i | 0% | -2.5%
COc1cc2c3c(c1OC)-c1cc(O)ccc1CC3NCC2 (centres undefined) | -4% | i | -2% | 1% | -2.3% | 0.3% | -2% | -9% | ? | 1% | -2.5%
O=C(COc1ccccc1)N1CCN(CC(O)COc2ccccc2)CC1 (centres undefined) | 5% | i | -1% | -1% | nt | -0.1% | -5% | 1% | i | -3% | -1.5%
CCC(C)(C)c1ccc(O)cc1 | -9% | nt | -5% | nt | 0.1% | -0.7% | nt | 0% | nt | ? | -0.3%
COc1ccccc1N1CCNCC1 | -2%&7% | i | 0% | 1% | -0.9% | 1.3%&-1.4% | -3% | -7% | i | -12% | -0.9%&-1.9%
O=c1[nH]c(N2CCN(Cc3ccc4c(c3)OCO4)CC2)nc2c1CCC2 | 2% | i | -2% | 6% | -0.4% | -0.3% | -4% | 0% | ? | -2% | -2.8%
N[C@H](Cn1oc(=O)[nH]c1=O)C(=O)O | nt | i | -9% | -4% | 4.5% | nt | 14% | -2% | i | 0% | nt
CC(C)N(CCC(C(N)=O)(c1ccccc1)c1ccccn1)C(C)C (centres undefined) | 7% | ? | nt | 0%[20.6 µM] | nt | 0.8% | nt | nt | ? | nt | -1.2%[3.08 µM]
O=c1c2ccccc2[nH]c(=S)n1-c1ccc2c(c1)OCO2 | 10% | i | 0% | 0% | 1.2% | -0.2% | -3% | -6% | i | -21% | -1.4%
CCN(CC)C(=O)N[C@H]1C[C@H]2c3cccc4[nH]cc(c34)C[C@@H]2N(C)C1 | ? | i | -7% | -1% | 0.1% | -2.1% | -2% | -5% | i | 3% | -6.1%
CN1C(=O)N(C)C(=O)C2(Sc3ccccc3C2=O)C1=O | -10% | 2.2e-08M* | 0% | 0% | -0.2%[57.5 µM] | 1.0% | 6% | -4% | 3.5e-08M* | 3% | -1.1%
O=[N+]([O-])/C=C/c1ccccc1 | -8% | nt | -3% | nt | -1.3% | 0.0% | nt | 1% | nt | ? | -0.6%
COc1ccc(CN2CCCCC2c2cccnc2)cc1C (centres undefined) | 8% | nt | -1% | -2% | 1.0%[9.22 µM] | 0.8% | 4% | 4% | nt | -8% | -0.4%
N[C@@H](Cc1cc(O)c(O)cc1O)C(=O)O | ? | i | 7.9µM* | -3% | 1.5% | ? | -7% | 0.4µM* | i | -5% | ?
COP(=S)(OC)Oc1ccc([N+](=O)[O-])cc1 | -26% | nt | -3% | nt | 0.2% | -5.1% | nt | -10% | nt | 7% | -2.9%
N[C@H](CP(=O)(O)O)C(=O)O | 5% | i | -6%&-7% | 0%&-1% | 0.8% | -3.0% | -8%&-3% | 4%&-4% | i | -15%&-2% | 6.7%
O=c1[nH]c2c(c(=O)n1C1CCCCC1)CCC2 | 5% | i | -1% | -3% | -0.7% | -1.2% | -5% | -3% | i | 10% | -0.6%
CN(N=O)c1cc(O)ccc1O | 16µM* | i | ? | 4% | 0.8% | 32µM* | -3% | 3.2µM* | i | -3% | ?
CCOC(=O)C1C(=O)N(C)C2(C)CC1c1cc(OC)ccc1O2 (centres undefined) | -12% | ? | -7% | 0% | -2.4% | -3.9% | 2% | 3% | ? | ? | -4.1%
CC(C)CC(C)Nc1ccc(Nc2ccccc2)cc1 (centres undefined) | ? | nt | ? | nt | -0.8% | 0.3% | nt | -6% | nt | ? | 1.8%
O=C(O)CP(=O)(O)c1ccc(Cl)cc1 | -6% | nt | 2% | -2% | -2.6% | -0.7% | 6% | -2% | nt | 3% | -2.0%
O=C(O)CNC(=O)c1ccc([As](=O)(O)O)cc1 | -2%[11.4 µM] | i | -6%[11 µM] | 24%[9.22 µM] | 2.7%[9.22 µM] | -0.5%[15.4 µM] | -3%[9.17 µM] | -13%[11.4 µM] | i | 21%[7.6 µM] | 0.7%[15.4 µM]
SMILES | 15-hLO inh | 4-MU autofl | Hsp90 Hop PPI | Epigenetic mod | HBB splicing | BRCT PPI red | UbGFP stabilizer | Pol III holo inh | A350 autofl | CRE-bla Fsk | BRCT PPI green
CC(C)(C)OO | 6%&-3% | nt | -2%&-1% | nt | -0.1%&-0.4% | 0.1%&0.6% | nt | 1%&-1% | nt | -5%&-3% | 0.3%&-0.9%
CCCBr | 1% | nt | 1% | nt | 1.6% | -0.9% | nt | 1% | nt | 1% | -0.2%
CN1[C@@H]2CCC[C@H]1CC(=O)C2 | 5%[25.6 µM] | i | -5%[26 µM] | 0%[20.6 µM] | 0.8%[20.6 µM] | 0.6%[34.4 µM] | -4%[20.5 µM] | -18%[25.6 µM] | i | -6%[17.1 µM] | 0.1%[34.4 µM]
Nc1ncc([N+](=O)[O-])s1 | ? | nt | -3% | nt | 1.0% | 1.2% | nt | -5% | nt | -5% | -3.4%
Cc1c([C@@H](C)[C@H]2NC[C@H](C)C[C@@H]2O)ccc2c1C[C@@H]1[C@H]2CC=C2C[C@@H](O)CC[C@@]21C | 31%[activator][11.4 µM] | i | -5%[11 µM] | 3%[9.22 µM] | 0.7%[9.22 µM] | 1.9%[15.4 µM] | -2%[9.17 µM] | -5%[11.4 µM] | i | -8%[7.6 µM] | -2.8%[15.4 µM]
CN1CCN(C(=O)COc2ccc(C(C)(C)C)cc2Br)CC1 | ? | i | -2% | 6% | -0.7% | -0.5% | 4% | 3% | i | -2% | -0.7%
Cc1nn(-c2ccccc2)c2c1CC1(C(=O)N(C)C(=O)N(C)C1=O)C1CCCCN21 (centres undefined) | 5% | i | -6% | -3% | -0.2%[57.5 µM] | 0.3% | 3% | -4% | i | 3% | 4.1%
Cc1cccc(N2CCc3c2nc2ccccc2c3N)c1 | -16%&-17% | 3.1e-07M* | -2% | 1% | 2.7%[57.5 µM] | -0.3%&-0.5% | -3%&-5% | -9%&-12% | 3e-07M* | 0%&25% | 1.3%&0.5%
CCCNS(=O)(=O)c1ccc(OCC(=O)N2CCN(Cc3ccccc3)CC2)cc1 | 6% | i | -2% | -2% | -0.8% | 1.8% | -4% | -1% | i | -7% | -0.6%
CN1[C@H]2CC(=O)C[C@@H]1[C@@H](O)C2 | 7%[25.6 µM] | i | 0%[26 µM] | 7%[20.6 µM] | -0.7%[20.6 µM] | 0.7%[34.4 µM] | -1%[20.5 µM] | -5%[25.6 µM] | i | -6%[17.1 µM] | -1.2%[34.4 µM]
CC(C)C[C@H]1C(=O)N2CCC[C@@H]2[C@@]2(O)O[C@](NC(=O)[C@@H]3C=C4c5cccc6[nH]cc(c56)C[C@@H]4N(C)C3)(C(C)C)C(=O)N12 | -29%[25.6 µM] | 6.4e-08M* | -27%[26 µM] | 2%[20.6 µM] | 4.0%[20.6 µM] | -1.9%[34.4 µM] | -4%[20.5 µM] | -4%[25.6 µM] | 5.7e-08M* | ? | -13%[34.4 µM]
COCC(=O)N1CCC2(CCCN(Cc3ccncc3)C2)CC1 | 13% | i | -7% | 0%[9.22 µM] | 2.0% | -0.7% | 10% | -5% | i | -3% | 3.1%
O=S1(=O)CC2(N3CCOCC3)CCCCC21 (centres undefined) | 8% | nt | -5% | -6% | -1.9% | -0.4% | 9% | -2% | nt | -1% | -1.1%
CCC(=NCC1CCCO1)c1c(O)[nH]c(=O)[nH]c1=O (centres undefined) | 3% | i | -3% | 4% | -0.3%[0.369 µM] | -0.5% | 4% | -6% | i | ? | -4.0%
CC(C)(O)[C@@H]1[C@H]2OC(=O)[C@@H]1[C@]1(O)C[C@H]3O[C@]34C(=O)O[C@H]2[C@@]14C (tested in a mixture with another compound) | -17%[25.6 µM] | nt | -3% | 2% | nt | -0.8% | -5% | -5% | nt | ? | -0.2%

Screening results from PubChem.
